Platelet DG rel – platelet dense granule release activity. inhibition, %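 (compounds screened at 7.5 µM in platelet-rich plasma)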. human platelet-rich plasma, SFLLRN dense granule ATP release, luminescence. 0.22% of 300,000 active;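 active = mean replicate score, as percent of positive control, at or above 50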
HSP90 inh – blocks HSP90-mediated luciferase refolding in reticulocyte lysate; Rabbit reticulocyte lysate, luciferase refolding luminescence, 3 h; inhibition, % at 5.6 µM; 0.91% of 290,000 active;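 active = inhibition above the screen-wide mean plus 3 SD, computed separately per campaign, cut at about 16% in these data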;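 also: 0% = DMSO wells and 100% = 60 µM geldanamycin wells; inhibitors lower the luminescence because luciferase stays unfolded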
aSyn 5UTR inh – 5' untranslated region of α-synuclein, MLPCN primary screen; alpha-synuclein 5'UTR reporter, inhibitor activity; inhibition, % (tested at 7.5 µM); 0.82% of 300,000 active; in the data active = inhibition above about 60%;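 also: H4 neuroglioblastoma cells stably carrying SNCA 5'UTR luciferase fusion; 0% = DMSO wells and 100% = positive control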
GSK3beta inhib – human GSK3beta kinase inhibition. P49841. GST-GSK3beta kinase, ADP-Glo luminescence, 60 min; hits give low values. activity score (negative = inhibition), % at 10 µM. 0.038% of 300,000 active. AID 2097;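 active = more than half of replicate wells score below -50%, meaning over 50% inhibition versus plate controls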;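 also: 0% = median DMSO wells and -100% = median GW8510 positive control wells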
Target sequence (P49841 whole entry, looked up): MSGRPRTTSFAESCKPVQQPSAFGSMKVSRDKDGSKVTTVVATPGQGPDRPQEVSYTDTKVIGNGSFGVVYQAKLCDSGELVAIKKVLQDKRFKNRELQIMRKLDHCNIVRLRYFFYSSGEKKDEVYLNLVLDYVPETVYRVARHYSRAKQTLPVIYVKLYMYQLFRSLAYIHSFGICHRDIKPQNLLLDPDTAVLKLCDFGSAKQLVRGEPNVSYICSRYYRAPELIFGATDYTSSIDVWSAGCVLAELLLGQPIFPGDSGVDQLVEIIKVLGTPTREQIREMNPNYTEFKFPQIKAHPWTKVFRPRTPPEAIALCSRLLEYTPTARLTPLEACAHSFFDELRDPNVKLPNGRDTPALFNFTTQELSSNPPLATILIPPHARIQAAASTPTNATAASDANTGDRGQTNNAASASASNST
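Test system – GST-tagged human GSK3beta kinase, cell-free · Incubation – 60 min enzyme reaction, room temperature · Signal – ADP-Glo luminescence · Also added – peptide substrate and ATP at 25 µM · Controls – DMSO neutral wells and GW8510 at 20 µM as positive · Buffer or medium – Tris/MgCl2 kinase buffer · Measure – Luminescence-derived activity versus plate DMSO and GW8510 wells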
GSK3A inh – blocks human GSK-3 alpha kinase; ADP-Glo luminescence, 60 min; inhibition, % at 10 µM; 0.1% of 320,000 active;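 in the data active = inhibition above about 50%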;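 also: GST-tagged GSK-3 alpha with peptide substrate and 25 µM ATP; 0% = DMSO neutral wells and 100% = GW8510 positive control wells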
Target sequence (P49840 whole entry, looked up): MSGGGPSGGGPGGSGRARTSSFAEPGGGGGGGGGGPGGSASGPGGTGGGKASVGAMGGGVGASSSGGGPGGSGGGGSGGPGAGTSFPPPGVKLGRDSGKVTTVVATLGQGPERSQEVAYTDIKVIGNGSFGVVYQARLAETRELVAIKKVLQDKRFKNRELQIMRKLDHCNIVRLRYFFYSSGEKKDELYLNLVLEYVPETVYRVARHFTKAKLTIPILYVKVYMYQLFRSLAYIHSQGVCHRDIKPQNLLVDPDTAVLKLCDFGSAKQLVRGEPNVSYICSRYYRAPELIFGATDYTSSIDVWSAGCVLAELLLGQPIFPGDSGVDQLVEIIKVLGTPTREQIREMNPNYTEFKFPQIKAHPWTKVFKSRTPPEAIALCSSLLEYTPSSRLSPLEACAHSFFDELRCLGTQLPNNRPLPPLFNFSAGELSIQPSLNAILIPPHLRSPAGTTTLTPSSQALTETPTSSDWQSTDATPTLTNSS
IEC-6 cytotox – kills IEC-6 intestinal cells in KLF5 counter-screen; IEC-6 cytotoxicity, luminescence viability; inhibition, % at 5 µM; 0.78% of 290,000 active; in the data active = inhibition above about 22%;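 also: 0% = plate median of test compound wells and 100% = cytotoxic reference compound wells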
HSF-1 act – increases HSF-1 driven luciferase reporter signal; NIH3T3-HGL HSF-1 luciferase reporter, MG132, 8 h; 100% = twice DMSO control signal; 1.7% of 300,000 active; activation, % at 9 µM;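 active = mean replicate activation of at least 50% with a set share of replicates each reaching 50%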;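 also: 0% = median of the neutral control wells and 100% = twice that signal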
KLF5 inh – suppresses KLF5 promoter-driven expression. DLD-1 KLF5 promoter-luciferase reporter, luminescence. inhibition, % at 5 µM. 0.23% of 290,000 active;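 active = inhibition above a per-plate limit of that plate's mean compound inhibition plus 3 SD, cut at about 60% in these data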;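 also: 0% = DMSO wells and 100% = LY294002 at 200 µM; higher means less KLF5 promoter-driven luciferase light; inactives centre near -14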
HSF1 inhib – HSF1 inhibition; activity change, negative = inhibition, % at 7.5 µM (by protocol); 0.77% of 300,000 active; NIH3T3-HGL HSE-luciferase, MG132-induced, luminescence 8 h; hits give low values;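 active = more than half of replicate wells show activity change below -50%, luminescence cut by over half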;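 also: luciferase reports HSF-1 transcriptional activity via heat shock element; 0% = median of DMSO wells and -100% = zero luminescence signal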
DYRK1A inh – inhibitors of rat Dyrk1A kinase; Q63470; ADP-Glo luminescence, NFATc1 peptide; inhibition, % at 12.5 µM; 0.43% of 310,000 active; in the data active = inhibition above about 50%;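 also: plate controls were vehicle with enzyme for no effect and no enzyme for full effect; many of its hits are not listed in these tables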
* = called active by the depositor; nt = no result given.

SMILES | Platelet DG rel | HSP90 inh | aSyn 5UTR inh | GSK3beta inhib | GSK3A inh | IEC-6 cytotox | HSF-1 act | KLF5 inh | HSF1 inhib | DYRK1A inh
Cc1nn(Cc2c(Cl)cccc2Cl)c(C)c1NC(=O)c1cn(-c2ccccc2)nc1-c1ccccc1 | 10 | -3 | 122* | 2 | 0 | -4 | -13 | -20 | 1 | -2
O=C(C1CC1)N1N=C(c2ccncc2)CC1(O)C(F)(F)F (stereo unspecified) | 1 | -6 | 0 | 1 | 0 | -6 | 15 | -15 | -1 | -3
COCCn1c(N)c(N(Cc2ccccc2)C(=O)c2cc3ccccc3o2)c(=O)[nH]c1=O | -1 | -2 | 19 | 6 | -1 | -1 | 13 | -11 | 15 | nt
COc1ccccc1/C=N/NC(=O)CNC(=O)c1ccc(S(=O)(=O)N(C)C)cc1 | 0 | -1 | 0 | 0 | -1 | -3 | 3 | -11 | -1 | -1
COc1ccc(C(=O)NC(C)CCc2ccccc2)cc1[N+](=O)[O-] (stereo unspecified) | 2 | -3 | 14 | -2 | 0 | -2 | -17 | -32 | -4 | 6
Cc1ccc2[nH]c(=O)c(CN(CC3COCCO3)C(=O)Nc3ccccc3F)cc2c1 (stereo unspecified) | 6 | -6 | 25 | 8 | 2 | -1 | 2 | 4 | -1 | 4
Cc1ccc(C(=O)Nc2nc(-c3ccccc3)c(-c3ccccc3)o2)cc1 | 12 | -2 | -35 | -7 | 1 | 7 | 1 | -20 | 3 | -4
CCOc1ccc(CN(C)C(=O)CCN2C(=O)c3ccccc3C2=O)cc1OC | -1 | -1 | 2 | nt | 0 | 12 | 27 | 5 | 8 | -5
CC(C)(O)C#Cc1ccc(C(=O)N2CCN(c3ccccc3)CC2)cc1 | 2 | -1 | 0 | -7 | 0 | 8 | -3 | -31 | 9 | 0
COc1cc(CN2CCC(n3nccc3NC(=O)CCCc3ccccc3)CC2)ccc1O | 6 | -4 | 21 | 2 | -2 | 2 | 17 | 5 | 7 | -4
CN=c1scc(-c2ccc(Br)cc2)n1C | 5 | -8 | -22 | 0 | -5 | -1 | -4 | -31 | -2 | 1
CSC1=NC2C(N1)N(C)C(=O)N2C (stereo unspecified) | 9 | 6 | 4 | 3 | 2 | -2 | 9 | -16 | -4 | 1
S=C(c1ccc(-c2cc(Cl)ccc2Cl)o1)N1CCCCC1 | 2 | -3 | -10 | 1 | 8 | -11 | 26 | -1 | -1 | -5
Cc1ccccc1CS(=O)(=O)c1nnc([C@H](CC(C)C)NC(=O)OC(C)(C)C)o1 | 6 | 3 | 8 | -1 | -1 | 11 | 107* | -7 | 74 | 2
CC(=O)Nc1ccc(OC(=O)c2ccc(Br)c([N+](=O)[O-])c2)cc1 | 8 | 1 | -2 | 0 | -6 | -5 | 21 | -3 | 5 | -1
O=C(c1cc2cc(Cl)ccc2[nH]1)N1CCN(Cc2ccc3c(c2)OCO3)CC1 | 11 | -1 | 14 | 6 | 0 | 5 | 16 | 2 | 12 | 0
Cc1nn(CC(=O)NCCCN2CC(C)CC(C)C2)c(=O)c2cccn12 (stereo unspecified) | 16 | 2 | 17 | -1 | 0 | 6 | -8 | -22 | -8 | 2
CCOc1ncccc1C(=O)N1CCN(C(c2ccccc2)c2ccccc2)CC1 | 0 | 2 | 20 | 2 | 0 | 3 | 6 | 1 | 0 | -6
O=C(Nc1cccc(-c2nnc(-c3ccccc3)o2)c1)C1CC1 | 7 | 2 | -89 | 0 | 0 | 5 | 26 | -21 | 6 | -6
CCc1ccc(NC(=O)CNC(=O)c2nn(-c3ccc(OC)cc3)c(=O)c3ccccc23)cc1 | 0 | 0 | 19 | -1 | 0 | 0 | 12 | -8 | 6 | -3
CC(=O)Nc1ccc2c(c1)CCCN2C(=O)c1ccccc1 | 20 | -2 | 6 | 4 | -1 | 3 | -8 | -13 | 3 | 1
CC(C)c1ccccc1OCC(=O)NN1C(=O)c2ccccc2C1=O | 3 | 3 | -4 | -2 | 0 | 5 | 9 | -12 | 10 | -5
O=C(Cn1cc(S(=O)(=O)Cc2ccc([N+](=O)[O-])cc2)c2ccccc21)N1CCOCC1 | 14 | -1 | 17 | -5 | 1 | -10 | -20 | -20 | -7 | nt
Cc1ccc(SCC(=O)OC(C)C(=O)Nc2ccc(S(N)(=O)=O)cc2)cc1C (stereo unspecified) | 1 | nt | 6 | 0 | -1 | nt | 17 | nt | 8 | -2
O=[N+]([O-])c1ccccc1/C=N/Nc1nccnc1Cl | 6 | -2 | -184 | -6 | 3 | 4 | -9 | -22 | 4 | 10

Complete entries, looked up by structure. Screens in order: Platelet DG rel	HSP90 inh	aSyn 5UTR inh	GSK3beta inhib	GSK3A inh	IEC-6 cytotox	HSF-1 act	KLF5 inh	HSF1 inhib	DYRK1A inh
Cc1ccccc1CS(=O)(=O)c1nnc([C@H](CC(C)C)NC(=O)OC(C)(C)C)o1 in the list: 6	3	8	-1	-1	11	107*	-7	74	2
O=[N+]([O-])c1ccccc1/C=N/Nc1nccnc1Cl in the list: 6	-2	-184	-6	3	4	-9	-22	4	10
O=C(C1CC1)N1N=C(c2ccncc2)CC1(O)C(F)(F)F (stereo unspecified) in the list: 1	-6	0	1	0	-6	15	-15	-1	-3

Other records:
SMILES | Platelet DG rel | HSP90 inh | aSyn 5UTR inh | GSK3beta inhib | GSK3A inh | IEC-6 cytotox | HSF-1 act | KLF5 inh | HSF1 inhib | DYRK1A inh
COc1cc(/C=N\Nc2nc(-c3ccc(C)cc3)c(NC(C)=O)s2)ccc1O | 10 | -4 | 6 | 0 | -2 | -2 | -18 | -43 | 0 | 1
COCc1nnc(SCC(=O)NCc2ccccc2)n1-c1ccccc1 | -1 | 4 | -27 | 1 | 0 | -5 | -1 | -9 | 2 | 3
CCC1CCCCN1CCCNC(=O)CS(=O)Cc1nc(-c2ccc(OC)c(OC)c2)oc1C (stereo unspecified) | -5 | -1 | -18 | -1 | -1 | -1 | 26 | -17 | -1 | nt
Cc1cc(C)c(C)c(S(=O)(=O)N2CCN(C(=O)c3ccc4c(=O)n5c(nc4c3)CCC5)CC2)c1C | 20 | nt | 32 | 1 | 2 | nt | 1 | nt | -2 | -3
CCOc1ccc2nc(SCC(=O)N3CCCc4ccccc43)sc2c1 | 0 | 5 | -21 | -3 | -2 | 4 | 38 | -4 | 7 | nt
CC(C)COCC1CC2(CC(C)(c3csc(N)n3)OC2=O)C(=O)O1 (stereo unspecified) | nt | -2 | nt | nt | nt | -9 | nt | -3 | nt | 5
CC(=O)CC(c1ccc([N+](=O)[O-])cc1)c1c(O)c2ccccc2oc1=O (stereo unspecified) | 14 | 1 | -8 | 4 | -1 | 5 | 2 | -12 | 7 | -2
O=C(Nc1cccc(F)c1)C1CCN(C(=O)c2ccc(Cl)cc2)CC1 | -9 | 4 | 4 | 0 | -1 | -1 | -14 | -8 | -1 | 2
O=C(/C=C/c1ccc(N2CCCCC2)c([N+](=O)[O-])c1)c1ccc(S(=O)(=O)N2CCCC2)cc1 | -4 | 5 | 32 | 4 | 0 | -4 | 12 | -25 | -10 | -5
NS(=O)(=O)c1cccc(NC(=O)CCCC2CCCCC2)c1 | 2 | -9 | -49 | -3 | 0 | -2 | -1 | 11 | 2 | -1
Cc1onc(-c2ccccc2Cl)c1C(=O)Nc1ccccc1N1CCOCC1 | -30 | 3 | 3 | -6 | nt | 3 | 7 | -11 | 0 | 8
CCOC(=O)CSc1nnc(-c2ccoc2C)n1-c1ccc(C)cc1 | -5 | 2 | 2 | 0 | -4 | 4 | 8 | -26 | -7 | -4
Cc1[nH]nc2c1C(c1ccc(O)cc1)C1=C(CC(C)(C)CC1=O)N2 (stereo unspecified) | -1 | 3 | 10 | -74* | 86* | 7 | -9 | -18 | -10 | 11
CS(=O)(=O)c1cccc(C(=O)Nc2ccc(-c3nc4ccccc4[nH]3)cc2)c1 | 10 | -1 | -23 | 2 | -7 | 10 | 22 | -46 | 14 | -3
CCOC(=O)c1c(-c2ccc(Cl)cc2)csc1NC(=O)CNCc1ccco1 | 3 | 9 | -5 | 8 | -2 | -6 | -10 | -61 | -1 | -4
CCOc1cccc(CNCCNC(=O)c2nonc2N)c1 | -14 | 0 | 1 | 1 | 1 | -1 | 7 | -35 | -3 | 4
COc1cc(Cl)c(S(=O)(=O)NCCN2CCOCC2)cc1Cl | -4 | 2 | 17 | 2 | 0 | -2 | -4 | -17 | -9 | 5
COc1ccc(C2=NN(C(=O)CCCC(=O)O)C(c3cccs3)C2)cc1OC (stereo unspecified) | -11 | 3 | -13 | 0 | -3 | -3 | 3 | 1 | -3 | 6
O=C(c1cccnc1)N1CCN(C(=O)c2cccc(Cl)c2)CC1 | 11 | -2 | -10 | 1 | 0 | 2 | -16 | -8 | 0 | 4
CS(=O)(=O)N1CCC(C(=O)NCc2ccc(Cl)cc2Cl)CC1 | -10 | 1 | 22 | 1 | -7 | -3 | -8 | 1 | -1 | -6
COC(=O)[C@]1(C)N[C@H](c2ccc(SC3CCCCC3)cc2)[C@@H]2C(=O)N(C)C(=O)[C@@H]21 | -3 | nt | 9 | 1 | -4 | nt | 3 | nt | 0 | -2
Cc1cccc(-n2ncc(C#N)c2-n2cccc2)c1 | 3 | -1 | 5 | -6 | nt | 1 | 11 | -13 | 3 | -7
CCOC(=O)c1c(C)[nH]c2c1-c1ccccc1C(=O)C2=O | -2 | -2 | 99* | -8 | nt | 43* | -93 | 3 | -92* | 5
CC(NC(=O)COc1ccccc1)C1COc2ccccc2O1 (stereo unspecified) | 1 | -2 | 7 | 0 | -1 | -4 | 21 | -20 | 15 | -7
Cc1cc(NC(=O)CSc2nc3c(C)ccc(C)c3cc2C#N)no1 | 8 | 1 | -60 | -2 | 2 | 10 | 20 | 39 | 9 | -2
Cc1ccccc1NS(=O)(=O)c1ccc2c3c(cccc13)C(=O)N2C | 24 | 2 | 7 | 0 | 1 | 20 | 35 | -27 | 17 | nt
CCOc1ccc(C(=O)NC2CC3CCCC(C2)N3Cc2ccccc2)cc1 (stereo unspecified) | 5 | -3 | 8 | 1 | 0 | 2 | -8 | -24 | 2 | -2
O=C(COC(=O)c1ccco1)c1ccc(F)cc1 | 14 | 2 | -10 | -3 | -1 | 4 | 30 | 6 | 25 | -1
Cc1cc(C)n2nc(CNS(=O)(=O)c3ccc(CC(C)C)cc3)nc2n1 | 11 | -1 | 14 | 0 | 1 | -1 | -8 | -10 | 2 | -8
CCCC(=O)Nc1ccc2c(c1)nc(CN1CCN(C(=O)OCC)CC1)n2C | -9 | 4 | 0 | 0 | -2 | 2 | 8 | -12 | 1 | 2
Cc1ccccc1NC(=O)/C=C1\SC(=O)NC1=O | -7 | 5 | 13 | -1 | 2 | 2 | nt | -22 | nt | 1
COc1ccc(-c2oc(NC(=O)CSc3nncn3C)c(C#N)c2-c2ccc(OC)cc2)cc1 | 6 | 3 | -46 | 0 | -3 | -2 | -38 | -7 | -26 | -2
CCOCCCNc1ncnc2c1[nH]c1ccccc12 | 1 | 1 | -20 | 0 | 2 | 10 | 4 | -10 | -9 | -1

A portion of the library; count on the stated rates, not on these rows.
